Screening results (PubChem BioAssay)
SRC2 TRFRET art = counter-screen for PPARgamma SRC-2 recruitment agonists: TR-FRET artefact. TR-FRET ratio at 8 µM. stronger effect = higher value. 0.4% of 200,000 active; in the data active = TR-FRET ratio above about 2000; note: inactives centre near 1500
PPARg SRC-1 ag = promotes SRC-1 coactivator recruitment by human PPARgamma | PPARgamma-SRC-1 coactivator recruitment biochemical assay | activation, % at 8 µM | P37231 | AID 631 | 0.41% of 200,000 active; in the data active = activation above about 19%;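 note: 0% = DMSO and 100% = reference agonist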
Target sequence (P37231 whole entry, looked up): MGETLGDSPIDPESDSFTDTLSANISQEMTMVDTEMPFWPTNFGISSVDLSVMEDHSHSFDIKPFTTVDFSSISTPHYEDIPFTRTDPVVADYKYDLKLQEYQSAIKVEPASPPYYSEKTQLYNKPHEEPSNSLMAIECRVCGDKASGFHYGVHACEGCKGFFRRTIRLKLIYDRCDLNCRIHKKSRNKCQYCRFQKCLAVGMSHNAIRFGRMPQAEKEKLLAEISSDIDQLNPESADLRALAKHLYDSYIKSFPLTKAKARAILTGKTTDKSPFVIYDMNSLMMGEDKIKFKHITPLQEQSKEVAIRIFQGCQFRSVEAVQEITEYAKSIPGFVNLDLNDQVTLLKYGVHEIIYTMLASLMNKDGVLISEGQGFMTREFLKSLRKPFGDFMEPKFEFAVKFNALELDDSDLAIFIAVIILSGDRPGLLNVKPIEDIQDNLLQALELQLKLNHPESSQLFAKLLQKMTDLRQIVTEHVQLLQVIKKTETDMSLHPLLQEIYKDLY
bIAP inhibitor = blocks bovine intestinal alkaline phosphatase activity | AID 1019 | purified bovine IAP, CDP-star luminescence, 30 min | 190,000 tested, under 10 active | inhibition, % at 20 µM;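 active = over 50% inhibition of intestinal alkaline phosphatase at 20 µM in the single-dose screen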
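test system = bovine IAP enzyme | medium = DEA buffer 100 mM, pH 9.8, with MgCl2 1.0 mM, ZnCl2 0.02 mM | detection = luminescence | dosing = single compound dose of 20 µM, 2% DMSO final | incubation = 30 min reaction at room temperature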
RAM network inh = inhibitors of the yeast RAM network; S. cerevisiae dse1pr::URA3 reporter, 5-FOA growth OD615, 2 d; analog-sensitive cbk1-as2 kinase mutant strain; inhibition, % at 50 µM; 1.8% of 190,000 active; AID 868;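 active = inhibition above a set limit, 3 SD over mean compound inhibition, cut at about 8.4% in these data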;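 note: 0% = DMSO-only wells with no growth and 100% = 10 µM 1-NA-PP1 full growth; inhibition rescues growth on 5-FOA so higher OD means more RAM inhibition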
ROMK primary = human ROMK K+ channel modulation, primary screen | P48048 | Tet-inducible ROMK, thallium flux fluorescence; actives lie on both sides | B-score at 10 µM | 2% of 130,000 active | AID 1918;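 active = signal ratio slope over the read window, or its plate-corrected B-score, at least 3 SD from the plate mean, either direction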;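 note: B-score of the F/F0 ratio slope over 7 to 12 s after thallium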
Target sequence (P48048 whole entry, looked up): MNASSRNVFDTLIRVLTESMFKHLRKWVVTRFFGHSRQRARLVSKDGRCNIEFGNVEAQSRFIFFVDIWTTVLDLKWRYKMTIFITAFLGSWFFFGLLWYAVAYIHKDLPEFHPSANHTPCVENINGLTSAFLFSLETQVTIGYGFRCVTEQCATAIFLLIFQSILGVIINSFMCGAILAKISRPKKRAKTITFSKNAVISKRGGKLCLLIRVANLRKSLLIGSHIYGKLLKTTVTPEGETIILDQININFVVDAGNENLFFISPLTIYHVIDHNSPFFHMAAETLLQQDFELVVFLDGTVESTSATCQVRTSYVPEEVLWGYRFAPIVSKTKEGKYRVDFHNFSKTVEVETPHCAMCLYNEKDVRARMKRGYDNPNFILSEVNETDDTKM
Efa HMGR inh = E. faecalis class II HMG-CoA reductase inhibition | purified E. faecalis HMGR, NADPH absorbance 340 nm kinetic | inhibition, % at 10 µM | 0.41% of 190,000 active | AID 1066;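 active = inhibition above a set limit, the median over all tested compounds plus 3 SD, cut at about 9.5% in these data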;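 note: enzyme runs in reverse so mevalonate oxidation gives rising NADPH absorbance; 0% = complete reaction with DMSO and 100% = background rate lacking mevalonate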
L major viab = reduces viability of Leishmania major promastigotes; inhibition, % at 10 µM; resazurin fluorescence viability; AID 1063; 9% of 200,000 active; in the data active = inhibition above about 50%;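 note: promastigotes grown with compound for 44 hours at 28 °C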
S1P3 antag = S1P3 (human) receptor antagonism | CHO S1P3 NFAT-BLA reporter, FRET fluorescence, antagonist mode | AID 485 | 0.27% of 170,000 active | Q99500 | inhibition, % at 4.98 µM;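 active = inhibition above the plate cutoff, the mean inhibition of test wells on that plate plus 3 SD, cut at about 28% in these data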;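 note: cells challenged with S1P at its EC80 of 0.8 µM; blue over green emission ratio from cleaved BLA substrate after 4 h stimulation; 0% = S1P-stimulated wells and 100% = unstimulated DMSO-only wells; some compounds past the cut are filed as inactive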
Redox H2O2 prof = compounds producing H2O2 with reducing agent – biochemical, NIH compound library profiling, artefact control for MLSCN library redox annotation, primary screen; AID 878; DTT-dependent redox cycling H2O2, phenol red/HRP absorbance; 100% = 100 µM peroxide control, 0% = buffer; activation, % at 10 µM; 0.03% of 200,000 active;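 active = activation of at least 50% relative to the plate's high and low controls in the primary single-dose screen; inactive = activation below 50%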;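 note: compound incubated with DTT at 0.8 mM final as the reducing agent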
PPARg SRC-2 ag = PPARgamma-driven SRC-2 recruitment agonism | PPARgamma LBD-SRC-2 recruitment, biochemical | activation, % at 8 µM | 0.34% of 200,000 active; in the data active = activation above about 22%;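 note: 0% = vehicle and 100% = reference agonist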
PPARg SRC3 recr = PPARgamma-driven SRC-3 recruitment agonism | biochemical PPARgamma/SRC-3 coactivator recruitment assay | 0.26% of 200,000 active | activation, % at 8 µM; in the data active = activation above about 23%;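 note: 0% = DMSO and 100% = reference agonist; some compounds past the cut are filed as inactive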
* hit, by the source's call; / = not tested or not shown; & = joins results of further samples.

Preview (two entries):
SMILES | SRC2 TRFRET art | PPARg SRC-1 ag | bIAP inhibitor | RAM network inh | ROMK primary | Efa HMGR inh | L major viab | S1P3 antag | Redox H2O2 prof | PPARg SRC-2 ag | PPARg SRC3 recr
CCN(CC)c1ccc(-n2c(C)c(C(C)=O)c(C(C)=O)c2C)cc1 | 1455 | -6.2 | -2.2 | 2.6 | / | 1.2 | 3.2 | 19.6 | 2.9 | -7.2 | -1.4
CCOc1ccccc1NC(=S)NCc1cccn1C | 1558 | -1.5 | -7.8 | 1.1 | -1.21 | -1.9 | -1.0 | 12.6 | 1.6 | -3.9 | -0.4

Main list, from the first entry:
SMILES | SRC2 TRFRET art | PPARg SRC-1 ag | bIAP inhibitor | RAM network inh | ROMK primary | Efa HMGR inh | L major viab | S1P3 antag | Redox H2O2 prof | PPARg SRC-2 ag | PPARg SRC3 recr
CCN(CC)c1ccc(-n2c(C)c(C(C)=O)c(C(C)=O)c2C)cc1 | 1455 | -6.2 | -2.2 | 2.6 | / | 1.2 | 3.2 | 19.6 | 2.9 | -7.2 | -1.4
CCOc1ccccc1NC(=S)NCc1cccn1C | 1558 | -1.5 | -7.8 | 1.1 | -1.21 | -1.9 | -1.0 | 12.6 | 1.6 | -3.9 | -0.4
COC(=O)c1c(NC(=O)CSc2nc3ccccc3c(=O)n2Cc2ccco2)sc(C)c1C | 1689 | 6.0 | 5.9 | 5.1 | / | -3.8 | 13.6 | -44.5 | 0.4 | 7.4 | 4.9
Cc1nc2c(o1)CCc1ccccc1C2O (stereo not drawn) | 1548 | 9.1 | 3.3 | 2.2 | -0.334 | -2.3 | -4.6 | / | -0.1 | 2.5 | 9.2
O=C(CSc1ccccn1)Nc1nc2ccccc2s1 | 1543 | -0.6 | -6.6 | 0.5 | / | -0.8 | 46.0 | -26.0 | 0.3 | -3.8 | -2.2
Cc1cccc(NC(=O)c2cnc3sccn3c2=O)c1C | 1479 | -3.8 | 23.0 | 4.3 | / | -9.3 | 26.8 | -21.5 | 0.6 | 1.2 | 3.6
CCOc1c(CNCc2ccc(C(=O)O)cc2)cccc1OC | 1357 | -4.1 | -5.7 | 0.6 | 0.533 | 0.5 | -5.9 | -1.0 | 0.0 | -7.2 | 7.5
CSc1nc(NC(C)(C)C)nc(Oc2ccc(=O)[nH]n2)n1 | 1587 | -1.2 | -1.7 | -0.5 | 1.03 | -10.4 | 6.4 | 3.0 | 1.0 | -2.4 | -0.3
COc1ccc2ccccc2c1/C=N/O | 1587 | 1.4 | 7.4 | -0.1 | / | -5.4 | 9.5 | 17.1 | 1.1 | 0.2 | 1.9
COCCCn1c(SCC(=O)N2CCc3ccccc32)nnc1-c1ccco1 | 1553 | 2.2 | 2.4 | 8.6* | -0.0451 | -5.0 | 6.6 | / | 1.8 | -0.8 | 5.9
CN(C)C(=O)NC1CCCCCCCCCCC1 | 1551 | -8.8 | 10.7 | 0.0 | -1.71 | -2.5 | 20.4 | 19.7 | 0.1 | -13.1 | -16.9
CCC(=O)c1ccccc1OCCCn1cncn1 | 1241 | -1.5 | 2.1 | -1.4 | / | 6.8 | -8.3 | -8.3 | 0.4 | 1.5 | -2.8
CCOc1c(C)cc(-c2ncccc2O)cc1C | 1433&1338 | 4.9&7.0 | 11.4&7.4 | 2.0&0.4 | 0.824 | -4.8&-7.8 | 2.6&-1.3 | -8.6 | 1.1&0.1 | -6.1&-0.9 | -0.5&-7.0
CCOc1ccc(NC(=O)CSc2nnc(CNC(=O)c3ccco3)o2)cc1 | 1732 | 11.7 | -0.5 | 2.0 | -0.00974 | -8.2 | -6.1 | -18.2 | 0.5 | 4.8 | 5.7
COc1ccccc1NC(=O)CSc1nc(O)cc(=O)n1-c1ccccc1OC | 1279 | -0.8 | 9.9 | 2.1 | / | -0.9 | -6.3 | 15.8 | 2.8 | -3.4 | -2.0
CN1CCN(C(=O)C2=C[C@H](c3ccccc3)C[C@H](OCc3ccc(CO)cc3)O2)CC1 | 1634 | 10.6 | -0.2 | 1.0 | / | -0.6 | -10.7 | -30.9 | 0.1 | 11.8 | -0.6
Cc1cc(-c2n[nH]c(=S)n2/N=C/c2ccc(Br)s2)n[nH]1 | 1428 | 4.4 | -0.9 | 2.1 | / | 0.5 | -6.0 | -9.6 | 0.1 | 0.2 | -1.2
COc1ccc(/C=N/Nc2nncc3ccccc23)c(OC)c1 | 1789 | 5.5 | -9.2 | 0.3 | 0.774 | 4.4 | 3.7 | 1.3 | 0.1 | 8.6 | -2.0
C#CCNc1cc(C)nc2ncnn12 | 1371 | -2.5 | 6.2 | 1.2 | / | 1.8 | 0.3 | -19.9 | 1.6 | -9.3 | 5.1
O=C1CNC(=O)/C1=C\N1CCN(C(c2ccccc2)c2ccccc2)CC1 | 1594 | 0.5 | 5.1 | 2.4 | / | -7.6 | 5.4 | -17.8 | -1.6 | -6.1 | -1.2
CC1(C)C(c2ccccc2)=[N+]([O-])CN1O | 1617 | 9.0 | 10.5 | -1.1 | 0.644 | -1.9 | -1.1 | -57.7 | -3.2 | -2.2 | -0.6
Cc1ccc(C2Nc3ccccc3NC3=C2C(=O)OC(C)C3)cc1 (stereo not drawn) | 1590 | 3.0 | 6.7 | 0.2 | -0.159 | 0.6 | 11.8 | -4.7 | 0.3 | -7.0 | -3.9
Cc1cccc(C(=O)NC(=S)Nc2ccc(Cc3ccncc3)cc2)c1 | 1454 | -0.1 | -6.7 | 0.0 | -1.57 | -0.3 | 44.7 | / | 1.2 | 4.8 | 1.7
Cc1ccc(S(=O)(=O)NNC(=O)C(=O)NNc2ccccn2)cc1 | 1405 | 0.8 | -63.6 | -0.3 | / | -4.2 | -3.1 | / | 1.7 | 1.2 | -9.7
COc1ccc(NC(=O)Nc2cccnc2)cc1 | 1647 | -3.0 | 7.0 | 0.4 | 0.918 | -1.2 | 2.6 | -23.5 | -0.5 | 0.4 | -2.5
Cc1nc2cc(Nc3ccncc3)ccc2s1 | 1476 | 11.1 | 1.0 | 0.0 | -0.521 | 6.8 | -4.1 | 2.6 | 4.3 | 8.8 | 6.6
O=C(CN1CCOCC1)Nc1nc2cc([N+](=O)[O-])ccc2s1 | 1441 | 0.4 | 11.7 | 1.5 | 0.00791 | -2.2 | -2.7 | -25.7 | -0.3 | 13.8 | 3.0
CCOC(=O)CCc1n[nH]c(=O)[nH]c1=O | 1689 | 4.6 | 4.3 | -0.4 | -0.156 | 3.3 | 4.5 | -22.9 | -0.1 | 3.4 | 12.6
CC(=O)COc1ccc2c(C)c(C)c(=O)oc2c1 | 1535 | -3.9 | 1.1 | 0.0 | / | -2.9 | 11.8 | / | 0.2 | 5.8 | 1.9
CS(=O)(=O)n1nc(NCc2cccs2)nc1NCc1cccs1 | 1506 | -8.6 | 6.6 | 1.0 | 1.09 | -4.2 | 3.6 | 1.2 | -0.3 | -6.6 | -1.7
COC(=O)C1=CN(CCOC23CC4CC(CC(C4)C2)C3)C=C(C(=O)OC)C1c1ccsc1 | 1415 | 1.6 | -16.6 | 5.4 | 0.606 | 4.7 | 15.3 | -3.7 | -0.2 | 1.5 | 3.1
Cc1cccc(NC(=S)NCC(c2cccnc2)N2CCOCC2)c1C (stereo not drawn) | 1649 | 1.7 | 36.5 | 0.5 | / | -3.4 | 3.1 | -8.5 | 0.7 | 9.4 | -0.1
Cc1ccc(-n2cnc3ncnc(-c4ccccc4)c32)cc1 | 1535 | 4.5 | -14.5 | 0.9 | 0.672 | -3.3 | 7.6 | -8.8 | -0.8 | 4.1 | 0.1
Cc1ccc(N2C(=O)C(NC(=O)c3ccccc3)(C(F)(F)F)C3=C2CC(C)(C)CC3=O)cc1 (stereo not drawn) | 1670 | -5.9 | 32.8 | 2.6 | 0.526 | -5.1 | 89.0* | -7.3 | 0.4 | -0.1 | 3.4
COc1ccc(CCNC(=O)c2c(C)cc(=O)oc2C)cc1OC | 1597 | 6.8 | 2.0 | 3.0 | / | 0.0 | -3.5 | / | -0.1 | 5.5 | 1.8
O=C(Cn1cc2c(n1)CCCC2)NCCCN1CCN(Cc2ccccc2)CC1 | 1551 | -2.4 | -3.0 | 1.9 | / | -4.0 | -6.5 | -11.8 | -0.8 | -2.0 | 7.5
O=C(NCCCn1ccnc1)c1ccccc1NS(=O)(=O)c1ccc(F)c(F)c1 | 1691 | -1.1 | 2.9 | 1.8 | -0.0274 | -2.0 | -4.5 | / | -1.7 | 0.7 | 3.7
O=C(Nn1cnc2ccccc2c1=O)c1ccc([N+](=O)[O-])cc1Cl | 1679 | 8.7 | -1.5 | 2.4 | 0.102 | -1.3 | -9.0 | -18.6 | -0.3 | -0.1 | 4.0
Cc1ccc(OCCN2CCN(c3ncnc4sc(C)c(C)c34)CC2)cc1 | 1393 | 0.5 | -6.1 | 0.6 | -0.672 | -0.9 | 4.9 | / | -0.1 | 3.3 | -5.7
COCCOc1cc(NC(=O)CS(=O)(=O)CC(=O)N(C)C)c(Cl)cc1Cl | 1553 | 3.1 | -12.6 | 1.4 | / | -4.0 | -3.7 | -5.7 | -0.6 | -0.1 | -2.5
Cc1ccc(C)c(NC(=S)NCCc2ccc(F)cc2)c1 | 1599 | 0.1 | -18.2 | -1.2 | -0.552 | -4.3 | 3.8 | -8.6 | 0.2 | 2.7 | 3.1
O=C(COC(=O)CN1C(=O)C(=O)c2ccccc21)OCN1C(=O)c2ccccc2C1=O | 1203 | -7.0 | 13.0 | 5.2 | / | -3.1 | 4.1 | 17.0 | -0.1 | -6.5 | -4.3
O=C(OCC(=O)N1CCN(C(=O)c2ccco2)CC1)c1cccc(S(=O)(=O)N2CCc3ccccc32)c1 | 1461 | 4.6 | 22.4 | 0.5 | -0.523 | -1.3 | 17.3 | 1.3 | -1.4 | 2.9 | 1.2
CCOc1ccccc1NS(=O)(=O)c1ccc(Br)s1 | 1669 | -7.8 | 5.3 | 1.5 | / | -4.6 | 15.0 | 15.8 | 2.6 | 2.5 | -3.2
O=C(O)Cn1cc(C(=S)N2CCOCC2)c2ccccc21 | 1440 | 4.8 | -0.1 | 0.5 | -0.0664 | -1.2 | -7.6 | / | 0.0 | 1.5 | 5.1
S=C(NCc1cccs1)Nc1cccc2ccccc12 | 1632 | 1.6 | 8.7 | 0.5 | -0.704 | -0.3 | 13.5 | 4.2 | 0.3 | 7.2 | 5.5
Cc1c(C(=O)NCCSc2ccc(Cl)cc2)cccc1[N+](=O)[O-] | 1390 | -3.0 | 1.0 | 4.8 | -0.849 | -4.4 | -2.1 | 18.1 | 0.1 | -0.5 | -4.0
Cn1cnnc1SCC(=O)N1N=C(c2ccc(Cl)cc2)CC1c1ccco1 (stereo not drawn) | 1460 | 4.0 | -23.1 | 5.4 | -0.908 | 3.7 | 2.4 | -10.8 | 0.1 | -0.1 | 3.6
CC1(C)CC(N2CCCC2)=CC(=[N+]2CCCCC2)C1 | 1460 | -2.2 | -0.8 | 1.4 | -0.0332 | -1.7 | 99.8* | -12.8 | 0.1 | -4.3 | -3.3
